CIT2 TOR yeast – modulators of CIT2-GFP expression in yeast, primary screen, S. cerevisiae, GFP fusion, multiplex flow cytometry, MLPCN library; S. cerevisiae CIT2-GFP strain, 3 h; 100 means same as DMSO wells; GFP response vs DMSO, % at 10 µM; 0.065% of 320,000 active; AID 2029, 2009;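 active = GFP response relative to DMSO above a set limit, near the screen mean plus 3 SD, cut at about 150% in these data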;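 note: ratio of well median GFP fluorescence to mean of DMSO wells on the plate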
AGP1-GFP MLPCN – modulators of AGP1-GFP expression in yeast TOR pathway, primary screen, cell-based, multiplex flow cytometry, S. cerevisiae, MLPCN library; 0.02% of 320,000 active; GFP response vs DMSO, % at 10 µM; 3 h; GFP as percent of DMSO wells;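 active = GFP response relative to DMSO above a set limit, near screen average plus 3 SD, cut at about 150% in these data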;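 note: median GFP channel fluorescence of the gated AGP1 strain per well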
RPL19A TOR yeast – RPL19A-GFP expression modulators in yeast, primary screen, cell-based, S. cerevisiae, multiplex flow cytometry, MLPCN; S. cerevisiae RPL19A-GFP strain, 3 h; active compounds read low; percent response vs DMSO, % at 10 µM; 0.3% of 330,000 active; AID 2025, 2009;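 active = percent response vs DMSO below 50%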;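 note: median channel GFP fluorescence of the barcoded RPL19A-GFP strain; ratio of sample median GFP to plate DMSO average so 100% = DMSO; lower means less RPL19A-GFP as with rapamycin TOR inhibition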
Yeast superoxide – reduction of superoxide in aged yeast, primary screen, HTS | S. cerevisiae aged cells, superoxide DHE fluorescence; active compounds read low | superoxide response (% of plate mean), % at 10 µM | 0.18% of 330,000 active | AID 2690, 2010;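 active = superoxide response under a set limit, about three screen SD below normal, cut at about 65% in these data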;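 note: yeast aged for seven days with compound at 30 °C before DHE staining; 100% = average MFI of all compound-treated wells on the plate with controls excluded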
MEP2-GFP yeast – modulators of MEP2-GFP levels in yeast, primary screen, S. cerevisiae, multiplex flow cytometry, MLPCN library; S. cerevisiae MEP2-GFP strain, 3 h; 100% = DMSO control level; 0.51% of 330,000 active; GFP response vs DMSO, % at 10 µM;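 active = GFP response versus DMSO above a set limit, roughly screen mean plus 3 SD, cut at about 180% in these data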;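 note: median GFP fluorescence of the barcode-gated MEP2-GFP cells per well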
LAP4 TOR yeast – modulators of LAP4-GFP expression in yeast, primary screen, S. cerevisiae, multiplex flow cytometry, MLPCN library; 3 h; median GFP as percent of DMSO wells; GFP response vs DMSO, % at 10 µM; 0.34% of 320,000 active; AID 2023, 2009;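 active = GFP response vs DMSO above a set limit, about the screen mean plus 3 SD, cut at about 150% in these data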
Efflux pump inh – inhibitors of Candida efflux pumps in yeast, primary screen, S. cerevisiae, Nile Red, multiplex. S. cerevisiae Candida pump triplex. inhibition, % at 10 µM. 0.44% of 330,000 active. AID 485275, 2010;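 active = plate passing quality check with inhibition over a set limit, or well fluorescence over plate mean plus 4 SD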;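 note: Nile Red retained in pooled yeast measured as flow cytometry median fluorescence; 0% = buffer negative control and 100% = Enniatin B positive control; higher means more Nile Red kept so more efflux inhibition; some compounds called inactive have numbers as strong as hits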
AHR act – AHR activators, primary screen, cell-based, luminescence, luciferase reporter, human; Aryl hydrocarbon receptor (Homo sapiens), P35869; AHR-responsive luciferase reporter cells; activation, % at 5 µM; 2.5% of 320,000 active; in the data active = activation above about 47%;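 note: 0% = vehicle wells and 100% = reference agonist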
Target sequence (P35869 whole entry, looked up): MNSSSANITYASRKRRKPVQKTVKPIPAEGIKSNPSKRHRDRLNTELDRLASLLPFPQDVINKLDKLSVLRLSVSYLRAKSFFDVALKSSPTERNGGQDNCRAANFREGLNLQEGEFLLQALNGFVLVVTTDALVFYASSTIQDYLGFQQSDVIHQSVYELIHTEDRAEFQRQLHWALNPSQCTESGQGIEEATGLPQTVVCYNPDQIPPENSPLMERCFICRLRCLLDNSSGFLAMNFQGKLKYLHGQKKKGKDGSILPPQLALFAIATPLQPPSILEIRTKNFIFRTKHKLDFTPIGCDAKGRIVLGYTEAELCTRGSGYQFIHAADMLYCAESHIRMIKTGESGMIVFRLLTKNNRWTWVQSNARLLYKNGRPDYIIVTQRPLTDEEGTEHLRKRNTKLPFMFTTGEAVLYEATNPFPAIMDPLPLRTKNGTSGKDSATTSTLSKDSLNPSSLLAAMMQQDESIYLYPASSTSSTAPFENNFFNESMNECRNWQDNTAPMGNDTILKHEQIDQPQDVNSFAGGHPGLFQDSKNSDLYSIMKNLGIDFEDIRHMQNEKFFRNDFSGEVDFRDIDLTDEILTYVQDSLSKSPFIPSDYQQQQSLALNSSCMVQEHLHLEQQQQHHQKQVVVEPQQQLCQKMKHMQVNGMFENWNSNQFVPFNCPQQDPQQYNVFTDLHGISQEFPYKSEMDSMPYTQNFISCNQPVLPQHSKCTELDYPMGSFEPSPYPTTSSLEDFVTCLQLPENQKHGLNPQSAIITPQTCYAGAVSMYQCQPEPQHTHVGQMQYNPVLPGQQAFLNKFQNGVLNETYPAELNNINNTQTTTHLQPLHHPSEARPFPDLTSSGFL
Starred values were filed as active, the others as inactive; · = not tested or not shown.

SMILES | CIT2 TOR yeast | AGP1-GFP MLPCN | RPL19A TOR yeast | Yeast superoxide | MEP2-GFP yeast | LAP4 TOR yeast | Efflux pump inh | AHR act
[N-]=[N+]=NCCN1CCC(O)CCC1=O (stereo not drawn) | 104.0 | 105.8 | 99.6 | 92.7 | 104.1 | 97.6 | 0.0 | 1.7
COC(=O)C1C(O)C(C)C(O)C(C)/C=C\C=C(/C)C(=O)Nc2c(C)c(OC(C)=O)c3c(c2O)C(=O)C(C)=C2OCOC(=C23)/C(C)=C/C(C)(O)C(O)C(C)C1O (stereo not drawn) | 96.7 | 93.9 | 90.3 | 109.5 | 102.9 | · | 0.0 | 1.4
Cc1cc(C)cc(N2C(=O)NC(=O)/C(=C\c3cccn3-c3ccc(Cl)cc3)C2=O)c1 | 93.0 | 89.3 | 93.0 | 118.2 | 93.5 | 92.6 | 0.3 | 0.0
CCCCCn1c(=O)c(C(=O)Nc2ccccc2)c(O)c2ccccc21 | 99.9 | 100.5 | 109.0 | 94.0 | 107.1 | 88.4 | 0.3 | 14.1
C/C(=N\NC(N)=O)c1c(O)n(C)c(=O)n(C)c1=O | 77.1 | 90.2 | 92.0 | 96.9 | 79.1 | 91.3 | 0.0 | 4.6
Cc1ccccc1-n1c(/C=C/c2ccccn2)nc2ccccc2c1=O | 101.9 | 105.4 | 104.7 | 88.2 | 101.7 | 96.4 | -0.3 | 3.5
O=C(c1sc2ccccc2c1Cl)N1CCC2(CC1)OCCO2 | 99.3 | 97.5 | 98.6 | 82.8 | 101.6 | 102.8 | 0.2 | -0.6
CCOC(=O)c1c(-c2ccc(OC)cc2)oc2ccc(OC(=O)N(C)C)cc12 | 99.9 | 100.7 | 98.1 | 92.7 | 100.7 | 99.9 | 0.0 | 21.4
C/C(=N\N1CCCCCC1)c1c(O)n(C)c(=O)n(C)c1=O | 105.8 | 104.8 | 102.4 | 96.2 | 102.8 | 98.4 | 0.0 | 0.4
O=C(COc1ccc(Cl)cc1)NC1CN2CCC1CC2 (stereo not drawn) | 103.6 | 102.5 | 94.8 | 118.7 | 103.0 | 95.6 | -0.1 | -0.2
CN(C)c1ccc(N=Cc2c(O)n(CCC3=CCCCC3)c(=O)[nH]c2=O)cc1 | 94.0 | 83.5 | 101.9 | 92.3 | 102.5 | 103.7 | 0.1 | 4.2
Cc1ccc2c(c1)C1CN(C)CCC1N2S(=O)(=O)c1ccccc1 (stereo not drawn) | 103.5 | 112.8 | 108.5 | 96.7 | 109.8 | 104.0 | 0.1 | 2.6
Cc1cccc(-n2c(O)c(/C=C3/C(c4ccccc4)=Nc4ccccc43)c(=O)[nH]c2=O)c1 | 82.7 | 90.0 | 95.2 | 96.6 | 95.1 | 123.2 | -0.1 | 76.4*
O=P(Nc1ccccc1)(Oc1ccccc1)Oc1ccccc1 | 88.3 | 99.0 | 98.3 | 100.6 | 90.8 | 96.7 | 0.2 | -0.3
C=CCn1c(O)c(/C=N/N2CCCCC2c2cccnc2)c(=O)[nH]c1=S (stereo not drawn) | 110.7 | 100.0 | 104.8 | 89.0 | 101.6 | 92.0 | -6.2 | 1.7

The last two entries of the part before come first, to join the parts.
SMILES | CIT2 TOR yeast | AGP1-GFP MLPCN | RPL19A TOR yeast | Yeast superoxide | MEP2-GFP yeast | LAP4 TOR yeast | Efflux pump inh | AHR act
O=P(Nc1ccccc1)(Oc1ccccc1)Oc1ccccc1 | 88.3 | 99.0 | 98.3 | 100.6 | 90.8 | 96.7 | 0.2 | -0.3
C=CCn1c(O)c(/C=N/N2CCCCC2c2cccnc2)c(=O)[nH]c1=S (stereo not drawn) | 110.7 | 100.0 | 104.8 | 89.0 | 101.6 | 92.0 | -6.2 | 1.7
O=C(O)c1nn(Cc2ccc(Cl)cc2Cl)c2ccccc12 | 69.3 | 79.0 | 103.1 | 115.8 | 96.7 | 136.1 | 0.1 | -1.3
CC1COC2N=C(N[N+](=O)[O-])NC2O1 (stereo not drawn) | 90.5 | 92.2 | 97.8 | 114.2 | 94.9 | 96.7 | 0.3 | 0.4
CCOP(=O)(OCC)C(c1ccccc1)N(C)C=O (stereo not drawn) | 101.6 | 99.8 | 95.9 | 110.4 | 103.7 | 109.0 | 0.1 | -3.5
CC(C)OP(=O)(OC(C)C)C(O)c1cccnc1 (stereo not drawn) | 105.4 | 102.7 | 107.2 | 90.7 | 94.1 | 104.5 | 0.3 | -0.2
CC(=NCc1ccco1)c1c(O)n(-c2ccc(C)cc2)c(=O)[nH]c1=O | 98.8 | 103.2 | 105.0 | 103.6 | 105.8 | 108.2 | 0.0 | -4.2
CCOc1ccccc1-n1c(O)c(C=Nc2ccc(N(CC)CC)cc2)c(=O)[nH]c1=O | 105.7 | · | 102.5 | 103.9 | 121.4 | 107.0 | 0.1 | -0.3
CCOC(=O)c1c(C)n(Cc2ccco2)c2ccc(O)cc12 | 87.9 | 97.8 | 98.2 | 106.8 | 101.5 | 100.5 | 0.1 | 47.2*
COC(=O)C1=C(c2c(C)noc2C)C[C@@H]2CC[C@H]1N2C(=O)NC1Cc2ccccc2C1 | 94.1 | 98.2 | 94.3 | 93.7 | 98.5 | 98.8 | -0.2 | 2.8
O=C1NC(=O)N(Cc2ccc(F)cc2)C(=O)/C1=C\C=C\c1ccco1 | 115.4 | 101.5 | 98.8 | 73.8 | 94.7 | 106.9 | 0.1 | 0.8
COc1ccc2[nH]c(C)c(CCNCc3cccnc3)c2c1 | 96.7 | 96.4 | 96.3 | 102.4 | 91.2 | 95.2 | 0.1 | 6.7
c1ccc(Cn2ccnc2)cc1 | 67.5 | 67.5 | 84.7 | 108.2 | 81.8 | 100.3 | -0.2 | -1.8
N#Cc1cc(F)c(N2CCNCC2)cc1Cl | 100.0 | 105.6 | 105.2 | 94.0 | 103.2 | 107.7 | 0.0 | -2.1
Cc1ccnc(-n2c(C)nc3ccccc3c2=O)c1 | 96.6 | 96.5 | 102.0 | 101.5 | 97.2 | 105.0 | 0.3 | 13.2
CC1CN(c2ccc([N+](=O)[O-])c3cccnc23)CC(C)N1 (stereo not drawn) | 83.5 | 83.6 | 89.4 | 129.6 | 89.5 | 88.5 | 0.1 | 10.3
COc1ccc(N2C(=O)NC(=O)/C(=C\c3ccccc3[N+](=O)[O-])C2=O)cc1 | 97.5 | 105.7 | 105.3 | 110.1 | 91.4 | 96.4 | 0.1 | 4.5
CCN(CCNc1ccc([N+](=O)[O-])c2cccnc12)S(=O)(=O)c1ccccc1 | 106.8 | 89.1 | 102.2 | 89.6 | 95.1 | 90.0 | 0.0 | 0.2
CN1C(=O)C(=Cc2ccccc2Oc2ccc(Cl)cc2)C(=O)N(C)C1=O | 89.0 | 94.1 | 92.9 | 78.0 | 93.8 | 127.9 | 0.1 | 10.1
CCNC(=O)NNC(=O)C1CC(c2cccnc2)=NO1 (stereo not drawn) | 88.6 | 30.8 | 93.0 | 85.8 | 121.1 | 100.2 | 0.0 | 0.2
O=C(COC(=O)Cc1ccccc1)Nc1ccc(Cl)cn1 | 98.1 | 110.6 | 100.5 | 99.8 | 110.5 | 110.4 | 0.1 | 2.0
COc1ccc(NC(=O)CN2CC=C(c3ccccc3)CC2)cc1S(=O)(=O)N1CCOCC1 | 112.2 | 108.6 | 104.2 | 103.2 | 111.0 | 104.0 | -0.2 | 0.9
N[C@@H](Cc1cc(Br)c(O)c(Br)c1)C(=O)O | 83.9 | 84.7 | 101.5 | 98.6 | 97.3 | 101.6 | 0.1 | 1.4
Cc1ccc(N2C(=O)NC(=O)C(CCc3ccncc3)(Cc3cccc(Cl)c3Cl)C2=O)cc1 (stereo not drawn) | 106.7 | 104.0 | 105.7 | 103.6 | 100.2 | 101.0 | 0.0 | 1.8
COc1ccccc1-n1c(O)c(C=NCCCn2ccnc2)c(=O)[nH]c1=O | 103.3 | 97.6 | 97.9 | 100.3 | 99.3 | 102.8 | -0.1 | -1.5
C/C=C1/CN2[C@@H]3C4CO[C@@H]3c3c([nH]c5cc(OC)ccc35)[C@@H]2CC14 (stereo partly drawn) | 100.8 | 97.8 | 96.9 | 77.0 | 96.2 | 103.5 | -0.2 | -0.3
COc1ccc(OC)c(CC(=O)O)c1 | 103.3 | 101.3 | 101.0 | 95.5 | 103.7 | 100.6 | -0.1 | 2.4
C[C@]12CC[C@H]3[C@@H](CCC4=CC(=O)CC[C@@]43C)[C@@H]1CC[C@@H]2O | 79.7 | 98.3 | 90.5 | 84.9 | 99.0 | 127.9 | -0.3 | -2.4
N#CC(CCN1CCOCC1)(c1ccccc1)c1ccccc1 | 101.2 | 101.0 | 99.4 | 109.5 | 104.3 | 98.4 | 0.0 | 1.9
CCCN1CCC[C@H](c2cccc(O)c2)C1 | 82.0 | 87.6 | 101.7 | 116.9 | 103.4 | 107.4 | 0.0 | -0.2
CSC1=NP(=S)(SC)N(C)c2nc3n(c21)CCC3 (stereo not drawn) | 100.1 | 107.3 | 102.3 | 102.8 | 100.6 | 102.7 | -0.1 | -2.2
COc1ccccc1-n1c(O)c(/C=N/N2CCCCC2)c(=O)n(-c2ccccc2OC)c1=S | 98.5 | 103.9 | 93.5 | 110.0 | 94.0 | 102.2 | -0.2 | 4.9
O=[P+](Cc1ccccc1)Cc1ccccc1 | 91.6 | 87.7 | 87.5 | 109.6 | 89.5 | 87.6 | 0.0 | 0.4
Cc1nc2ccc(Cl)cn2c1P(=S)(N1CCOCC1)N1CCOCC1 | 96.2 | 107.5 | 99.4 | 102.3 | 100.2 | 101.7 | 0.1 | -2.0
O=c1[nH]c(=O)n(-c2cccc(F)c2)c(O)c1/C=C1\C=Nc2ccccc21 | 102.6 | 95.3 | 103.1 | 95.2 | 104.0 | 88.4 | 0.0 | 15.2
CCCC(=O)Nc1ccc(N2CCN(CC)CC2)c(Cl)c1 | 92.8 | 100.5 | 98.7 | 96.5 | 92.5 | 100.3 | 0.0 | 0.2
Cc1cc(OC(C)C(=O)NCc2cccnc2)c2c3c(c(=O)oc2c1)CCC3 (stereo not drawn) | 95.4 | 103.1 | 101.3 | 110.7 | 106.2 | 99.8 | -0.2 | 7.8
Cc1ccc2c(c1)C1CN(C)CCC1N2C(=S)Nc1cccnc1 (stereo not drawn) | 94.8 | 110.0 | 108.0 | 100.5 | 104.8 | 99.4 | -0.1 | 2.4
CN1C(=O)C(C2(C#N)CCCCC2)C(=O)N(C)C1=O | 102.7 | 95.7 | 101.5 | 113.0 | 102.4 | 100.5 | 0.5 | 17.3
O=C1NC(=O)N(Cc2ccccc2Cl)C(=O)/C1=C/N1CCOCC1 | 94.6 | 99.9 | 103.8 | 97.3 | 91.4 | 97.1 | 0.0 | 1.6
CC[N+](CC)(CC)CC | 85.7 | 90.0 | 97.5 | 109.3 | 90.5 | 115.3 | 0.0 | 0.9
CCCOC(=O)Nc1ccc([As](=O)(O)O)cc1NC(=O)OCCC | 93.1 | 98.0 | 97.9 | 130.1 | 92.3 | 100.3 | -0.1 | 1.1
C/C(=C/C=C/[C@@H](C)C(=O)O)[C@H]1CN[C@H](C(=O)O)[C@H]1CC(=O)O | 109.7 | 107.5 | 100.0 | 85.1 | 107.3 | 104.5 | 0.0 | -1.2
c1ccc2c(c1)Sc1ccccc1N2CC1CN2CCC1CC2 (stereo not drawn) | 85.9 | 93.3 | 99.2 | 92.0 | 94.9 | 99.7 | 0.1 | -1.9

A portion of the library; rates above refer to the full screens.
